Assay outcomes deposited in PubChem BioAssay by Johns Hopkins Ion Channel Center.
MrgX1 ag: agonists of human MrgX1 receptor. Q96LB2. MrgX1-HEK293 cells, Fluo-4 calcium fluorescence, agonist mode; stronger effect = higher value. B-score at 10 µM. 310,000 compounds, 0.44% hits. AID 588627;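 active = calcium response B-score plate-corrected fluorescence ratio at least 3 library SD, with starting fluorescence B-score inside 5 SD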
Target sequence (Q96LB2 whole entry, looked up): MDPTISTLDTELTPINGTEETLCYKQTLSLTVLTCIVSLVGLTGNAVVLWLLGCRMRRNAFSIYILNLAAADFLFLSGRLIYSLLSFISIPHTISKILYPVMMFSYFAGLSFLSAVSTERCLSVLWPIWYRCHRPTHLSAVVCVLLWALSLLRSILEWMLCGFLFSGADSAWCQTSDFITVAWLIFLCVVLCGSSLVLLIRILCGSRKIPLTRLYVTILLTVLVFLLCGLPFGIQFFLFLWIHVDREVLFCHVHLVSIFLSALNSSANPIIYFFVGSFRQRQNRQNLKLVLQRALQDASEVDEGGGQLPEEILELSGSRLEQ
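Test system: Stable human MrgX1 HEK293 cell line | Schedule: Overnight plating before 1 h dye loading | Read-out basis: Baseline-normalised fluorescence change ratio, B-scored | Detection: Kinetic calcium dye fluorescence, Fluo-4 NW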
MrgX1 antagonist: human MrgX1 receptor antagonism, primary screen; 310,000 compounds, 1.3% hits; AID 588676; B-score at 10 µM; MRGX1-HEK293 calcium flux, Fluo-4, BAM8-22 antagonism; stronger effect = lower value;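 active = calcium-response B-score plate-corrected more than 3 library SD below zero, starting fluorescence within 5 deviations, no agonist response on first addition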;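 also: peak minus trough fluorescence over baseline after final BAM8-22 challenge near maximal dose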
TRPC6 inh: mouse TRPC6 channel inhibition; Q61143; HEK293-TRPC6, membrane potential dye, ACh-evoked depolarization; stronger effect = lower value; B-score at 10 µM; 310,000 compounds, 1.1% hits; AID 2553;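 active = B-score under library mean minus 3 SD, initial fluorescence not abnormally high, positive integrated signal ratio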;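 also: B-score derived from integrated fluorescence ratio over the kinetic read; more negative B-score means stronger inhibition of depolarization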
TRPC4 inh: TRPC4 (mouse) channel inhibition. Q9QUQ5. HEK293 TRPC4beta/mu-opioid, DAMGO-evoked Fluo4 calcium flux; stronger effect = lower value. B-score at 10 µM. 300,000 compounds, 0.39% hits;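 active = B-score over 3 SD under the library average, no early fluorescence shift, positive overall ratio signal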
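Assay system: Stable TRPC4beta/mu-opioid receptor HEK293 cells | Reagent: DAMGO in two steps, submaximal then maximal | Compound dosing: Single concentration per test compound | Signal: Fluo4 Ca2+ flux fluorescence | Evaluation: Per-well B score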
RGS4 inh: human RGS4 inhibition; AID 463165; P49798; 310,000 compounds, 0.45% hits; HEK293 M3R/RGS4 inducible, Fluo-4 calcium flux; stronger effect = higher value; triggered by carbachol at its EC20; B-score at 10 µM;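 active = B-score, a plate-corrected calcium signal, over three deviations above library mean, with baseline fluorescence within five deviations of library mean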;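 also: RGS4 expression induced by doxycycline in cells with stable M3 receptor; B-score is computed from the integrated fluorescence ratio over baseline after carbachol; higher B-score means a larger calcium signal and so more RGS4 inhibition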
Target sequence (P49798 whole entry, looked up): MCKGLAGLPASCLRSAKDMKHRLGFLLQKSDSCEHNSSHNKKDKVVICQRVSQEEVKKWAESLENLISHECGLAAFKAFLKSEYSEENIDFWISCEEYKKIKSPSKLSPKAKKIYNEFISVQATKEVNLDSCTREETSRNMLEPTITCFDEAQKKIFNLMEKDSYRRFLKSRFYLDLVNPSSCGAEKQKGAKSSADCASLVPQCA
TRPC4 potent: TRPC4 (mouse) allosteric potentiation | HEK293 TRPC4beta/mu-opioid, DAMGO EC20, Fluo-4 Ca2+ flux; stronger effect = higher value | B-score at 10 µM | 310,000 compounds, 0.42% hits;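 active = B-score of calcium response area above 5 SD of library B-scores, with initial fluorescence ratio within 5 SD of library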;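 also: B-score of integrated fluorescence ratio over time as area under calcium response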
ANO1 activ: activators or potentiators of mouse TMEM16A chloride channel | Q8BHY3 | HEK293 TMEM16A/YFP-H148Q/I152L, iodide quench fluorescence; stronger effect = lower value | B-score at 10 µM | 340,000 compounds, 0.3% hits | AID 623877;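 active = fluorescence-ratio B-score plate-corrected deviation score at least 3 library SD below zero, with starting fluorescence score within 5 deviations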;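 also: channel opened by trigger with iodide after compound preincubation; score built on the fluorescence ratio of max minus min over baseline; more negative score means more quench and so TMEM16A activation or potentiation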
MrgX1 PAM: human MrgX1 positive allosteric modulation, primary screen; Q96LB2; MrgX1-HEK293, Fluo-4 calcium flux, FDSS; stronger effect = higher value; B-score at 10 µM; 310,000 compounds, 0.63% hits; AID 588675;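 active = plate-corrected calcium response at least 3 library SD above typical, normal starting fluorescence, not activating the receptor alone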;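 also: compound read alongside a low EC10 to EC30 dose of BAM8-22 agonist; peak minus trough fluorescence over baseline measured at the second addition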
TMEM16A inh: blocks the mouse calcium-activated chloride channel TMEM16A; Q8BHY3; HEK293 TMEM16A/YFP iodide influx fluorescence, ionomycin; normalized B-score (activity score, 25-100; higher = stronger inhibition) at 10 µM; 310,000 compounds, 1.2% hits; AID 588511;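 active = ratio plate-corrected score three or more library SD toward inhibition, starting fluorescence score within five deviations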;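 also: score derived from kinetic fluorescence span divided by baseline fluorescence per well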
TRPC6 act: activates the mouse TRPC6 cation channel; Q61143; HEK293-TRPC6 membrane potential dye fluorescence; stronger effect = higher value; B-score at 10 µM; 310,000 compounds, 0.13% hits;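 active = B-score of the integrated fluorescence ratio above library mean plus 3 SD, and starting fluorescence ratio within library mean plus 5 SD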;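 also: higher score means more depolarization so channel activation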
TRPC4 agonist: TRPC4 (mouse) channel activation; Q9QUQ5; AID 2237; B-score at 10 µM; HEK293 TRPC4beta/mu-opioid, Fluo4 calcium fluorescence; stronger effect = higher value; 310,000 compounds, 0.49% hits;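 active = B-score above 5 SD of library B-scores, and initial fluorescence ratio not above library mean plus 5 SD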;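 also: positive B-score marks a calcium rise read as TRPC4 activation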
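Test system: HEK293 cells stably co-expressing mouse TRPC4beta and mu-opioid receptor | Schedule: Fluo4 dye loading 45 min at room temperature, 110 s recording | Measured by: Kinetic Fluo4 calcium fluorescence, 5 s baseline at 1 Hz | Evaluation: B score of integrated ratio | Controls: Buffer (low) and maximal DAMGO (high)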
* = called active by the depositor; i = inactive; . = not tested or not shown. Hits appear at their usual frequency. Share with any hit: about 5.8%.

SMILES	MrgX1 ag	MrgX1 antagonist	TRPC6 inh	TRPC4 inh	RGS4 inh	TRPC4 potent	ANO1 activ	MrgX1 PAM	TMEM16A inh	TRPC6 act	TRPC4 agonist
CC/C(=N\NC(N)=O)c1ccc(OC)c(OC)c1	i	i	i	i	i	i	i	i	i	i	i
COc1ccc(CCNC(=O)c2ccccc2NC(=O)C2=C(C)OCCS2)c(OC)c1	i	i	i	i	i	i	i	i	i	i	i
COc1ccccc1/C=C/C=N/n1c(-c2cc(C)[nH]n2)n[nH]c1=S	i	i	i	i	i	i	i	i	i	i	i
Cc1cccc(N2CCN(C(=O)c3ccc4c(c3)NC(=O)C(CSCc3cccc(F)c3)N4)CC2C)c1 (configuration not stated)	i	i	i	i	i	i	i	i	i	i	i
CN(NC(=O)Nc1ccc(Cl)cc1)c1ncc(C(F)(F)F)cc1Cl	i	i	i	i	i	i	i	i	i	i	i
O=C(/C=C/c1ccc(F)cc1)NC(=S)Nc1ccccc1	i	i	i	i	i	i	.	i	i	i	i
COc1cc(/C=N/Nc2ccc([N+](=O)[O-])cn2)cc(OC)c1O	i	i	i	i	i	i	i	i	i	i	i
Cc1ccc(C2CC(=O)NC(SCC(=O)OCc3ccccc3)=C2C#N)o1 (configuration not stated)	i	i	i	i	i	i	i	i	i	i	i
N#Cc1ccccc1OCC(=O)N(Cc1nnc(-c2ccccc2Cl)o1)C1CC1	i	i	i	i	i	i	i	i	i	i	i
Cc1cc(NC(=O)CCC(=O)N(Cc2ccco2)C(C(=O)NC2CCCC2)c2ccc(F)cc2)no1 (configuration not stated)	i	i	i	i	i	i	i	i	i	i	i
CCN1C(=O)C2(C(C#N)=C(N)Oc3n[nH]c(-c4ccc(Cl)cc4)c32)c2ccccc21 (configuration not stated)	i	i	i	i	i	i	i	i	i	i	i
Cc1cc(NC(=O)CSCC(=O)N(C)Cc2ccc(F)cc2)no1	i	i	i	i	i	i	i	i	i	i	i
CCOC(=O)C1CCN(c2c(NCc3ccc(C(=O)NC(C)CC)cc3)c(=O)c2=O)CC1 (configuration not stated)	i	i	i	i	i	i	i	i	i	i	i
COc1ccc(OC)c(/C=N/NC(=O)CNC(=O)c2ccc(S(=O)(=O)N3CCCC3)cc2)c1	i	i	i	i	i	i	i	i	i	i	i
CC(C(=O)NCCSCc1cccc(Cl)c1)N(c1ccccc1)S(C)(=O)=O (configuration not stated)	i	i	i	i	i	i	i	i	i	i	i
N=C1C(=O)OCC1c1ccccc1NC(=O)CN1CCOCC1 (configuration not stated)	i	i	i	i	i	i	i	i	i	i	i
Cc1nn(C)c(C(=O)Nc2c(C)nn(Cc3c(F)c(F)c(F)c(F)c3F)c2C)c1Br	i	i	i	i	i	i	i	i	i	i	i
CC(C)(O[C@@H]1O[C@H](CO)[C@@H](O)[C@H](O)[C@H]1O)[C@H]1Cc2cc3ccc(=O)oc3cc2O1	i	i	i	i	i	i	i	i	i	i	i
O=C(Cn1nc(C(F)(F)F)c2c1CCC2)NCc1ccc(Cl)cc1	i	i	i	i	i	i	i	i	i	i	i
O/N=C/c1nc2cc(Cl)ccc2o1	i	i	i	i	i	i	i	9.4*	i	i	i
Cc1ccc(N2CC(C(=O)Nc3ccc(S(=O)(=O)N4CCOCC4)cc3)CC2=O)cc1 (configuration not stated)	i	i	i	i	i	i	i	i	i	i	i
Cc1nnc(N(Cc2ccco2)C(=O)c2ccc(C#N)cc2)s1	i	i	i	i	i	i	i	i	i	i	i
CCC1CCC(C(=O)NC(C(=O)NCCc2ccc(S(N)(=O)=O)cc2)C(C)C)CC1 (configuration not stated)	i	i	i	i	i	i	i	i	i	i	i
Cc1cc2cc(C(c3nnnn3Cc3ccccc3)N3CCc4ccccc43)c(=O)[nH]c2cc1C (configuration not stated)	i	i	i	i	i	i	i	i	i	i	i
Cc1cc(S(=O)(=O)N(Cc2ccccn2)Cc2ccco2)ccc1-n1cnnn1	i	i	i	i	i	i	i	i	i	i	i
SMILES	MrgX1 ag	MrgX1 antagonist	TRPC6 inh	TRPC4 inh	RGS4 inh	TRPC4 potent	ANO1 activ	MrgX1 PAM	TMEM16A inh	TRPC6 act	TRPC4 agonist
CC1CCCCN1C(=S)Nc1ccc(OC(F)F)cc1 (configuration not stated)	i	i	i	i	i	i	i	i	i	i	i
CC(C)(C)n1nc2c(c1NC(=O)COc1ccc(Cl)cc1)CSC2	i	i	i	i	i	i	i	i	i	i	i
COCCNC(=O)CCCCCn1c(=S)[nH]c2ccccc2c1=O	i	i	i	i	i	i	i	i	i	i	i
CC(C(=O)NCCN1C(=O)S/C(=C\c2cccnc2)C1=O)N1C(=O)c2ccccc2C1=O (configuration not stated)	i	i	i	i	i	i	i	i	i	i	i
COc1ccccc1NC(=S)N(Cc1ccco1)Cc1cc2cccc(C)c2[nH]c1=O	i	i	i	i	i	i	i	i	i	i	i
CCCn1c2ccccc2c2nnc(SC(CC)C(=O)Nc3cc(C)on3)nc21 (configuration not stated)	i	i	i	i	i	i	i	i	i	i	i
CCSC1=C(C#N)C(c2cccc(Br)c2)CC(=O)N1 (configuration not stated)	i	i	i	i	i	i	i	i	i	i	i
Cc1ccc(NC(=O)N2CCC(C(=O)NCc3ccccc3)CC2)cc1	i	i	i	i	i	i	i	i	i	i	i
CCCCCCC1CC(CC(=O)Nc2ccc([N+](=O)[O-])cc2)C(=O)O1 (configuration not stated)	i	i	i	i	i	i	i	i	i	i	i
Cc1ccc(C)c(S(=O)(=O)N(C(=O)c2ccncc2)c2ccc(OC(=O)c3ccncc3)cc2)c1	i	i	i	i	i	i	i	i	i	i	i
Cc1cccc(C)c1NC(=O)C(c1cccc([N+](=O)[O-])c1)N(C)C(=O)c1ccccn1 (configuration not stated)	i	i	i	i	i	i	i	i	i	i	i
CN(C(=O)c1ccccc1NC(=O)C(F)(F)F)c1ccccc1	i	i	i	i	i	i	i	i	i	i	i
COc1ccccc1N1CCN(C(=O)COc2ccc(S(=O)(=O)NC(C)C)cc2)CC1	i	i	i	i	i	i	i	i	i	i	i
CC(=O)Oc1ccc2ccc(=O)oc2c1	i	i	i	i	i	i	i	i	i	i	i
Cc1ccc(CC(CC(=O)Nc2cccc(C(F)(F)F)c2)C(=O)O)cc1 (configuration not stated)	i	i	i	i	i	i	i	i	i	i	i
O=C(C[n+]1ccccc1)c1ccc(NC(=O)c2ccccc2)cc1	i	i	i	i	i	i	i	i	i	i	i
CCN1c2ccccc2S(=O)(=O)c2ccccc21	i	i	i	i	i	i	i	i	i	i	i
CCn1c(Cc2c(C)[nH]c3ccccc23)nnc1SCC(N)=O	i	i	i	i	i	i	i	i	i	i	i
O=C(NC1CCCCC1)C1CCCN(c2nnnn2-c2ccccc2)C1 (configuration not stated)	i	i	i	i	i	i	i	i	i	i	i
CC(Oc1ccc(Cl)cc1Cl)C(=O)Nc1ccc(N2CCN(C)CC2)cc1 (configuration not stated)	i	i	i	i	i	i	i	i	i	i	i
O=C(C(=O)N1CCN(Cc2ccc3c(c2)OCO3)CC1)c1c[nH]c2ccccc12	i	i	i	i	i	i	i	i	i	i	i
COc1ccc(S(=O)(=O)Nc2ccccc2OC)cc1NC(=O)CC1CC2CCC1C2 (configuration not stated)	i	i	i	i	i	i	i	i	i	i	i
Cc1noc(C)c1S(=O)(=O)N1CCC(C(=O)NC2CCCc3ccccc32)CC1 (configuration not stated)	i	i	i	i	i	i	i	i	i	i	i
COc1cccc(CNc2ccc(N3CCC(C)CC3)cc2)c1OC	i	i	i	i	i	i	i	i	i	i	i
CCOC(=O)c1oc2cc(OC(C)=O)ccc2c(=O)c1-c1ccc(OC)c(OC)c1	i	i	i	i	i	i	i	i	i	i	i
SMILES	MrgX1 ag	MrgX1 antagonist	TRPC6 inh	TRPC4 inh	RGS4 inh	TRPC4 potent	ANO1 activ	MrgX1 PAM	TMEM16A inh	TRPC6 act	TRPC4 agonist
O=C1Nc2ccccc2O/C1=C\c1ccccc1	i	i	i	i	i	i	i	i	i	i	i
Cc1ccc(NCc2nnc(SCc3ccc(C#N)cc3)n2Cc2ccco2)c(C)c1	i	i	i	i	i	i	i	i	i	i	i
Cn1nc2c3cc(F)ccc3n(Cc3ccc(F)cc3)cc-2c1=O	i	i	i	i	i	i	i	i	i	i	i
Cc1ccc(S(=O)(=O)NCc2ccc(C(=O)N3CCN(c4ccccn4)CC3)cc2)cc1	i	i	i	i	i	i	i	i	i	i	i
O=C(Cc1ccccc1)Nc1nc2ccccc2[nH]1	i	i	i	i	i	i	i	i	i	i	i
O=C(CCl)Nc1ccc(N=Nc2ccccc2)cc1	.	.	i	i	i	i	i	.	.	i	i
O=C(O)COc1ccc2c3c(c(=O)oc2c1)CCCC3	i	i	i	i	i	i	i	i	i	i	i
Cc1nnc(SCC(=O)N2CCN(S(=O)(=O)c3ccccc3)CC2)n1Cc1ccccc1	i	i	i	i	i	i	i	i	i	i	i
Cc1cccc(N(C(=O)Cn2nnc(-c3ccc(F)cc3)n2)C(C(=O)NC(C)(C)C)c2ccncc2)c1 (configuration not stated)	i	i	i	i	i	i	i	i	i	i	i
COc1ccc(-c2nc(-c3cccs3)c(-c3cccs3)[nH]2)cc1OC	i	i	-5.5*	i	i	i	i	i	i	i	i
CC(=O)NC(Cc1ccc(C)cc1)C(=O)NC1CCN(S(=O)(=O)c2ccccc2)CC1 (configuration not stated)	i	i	i	i	i	i	i	i	i	i	i
COc1ccc(/C=C/c2nnc(NC(=O)COc3ccccc3)s2)cc1	i	i	i	i	i	i	i	i	i	i	i
COc1ccc(/C(O)=C/c2nc3ccc(C(=O)NCCc4cccc(C)c4)cc3[nH]c2=O)cc1OC	28*	i	i	i	i	i	i	i	i	i	i
COc1ccc(-n2c(SCC(=O)Nc3ccc(C)cc3)nc(O)c(Cc3ccccc3)c2=O)cc1	i	i	i	i	i	i	i	i	i	i	i
